High-throughput results deposited in PubChem BioAssay by National Center for Advancing Translational Sciences (NCATS).
p53 reactivation: qHTS assay for re-activators of p53 using a Luc reporter. H1299 p53-A138V BP100-luciferase reporter, luminescence, 24 h. Potency, µM (highest dose often 92.2 µM), for inactives: at the top dose activity change, positive = activation, usual class: activators. actives 0.063% (n = 320,000). AID 504706, 2011; also: potency is read from the fitted curve at half-maximal effect; % of control where 0% means no effect; nearly all actives have a fitted effect of over 45% in size
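H1299 (p53-null), stable ts p53-A138V + BP100-Luc; 1000 cells/well, Opti-MEM/10% FBS; cpd 4 pt, 1:5; 24 h, 37 deg C, 5% CO2; detection reagent 10 min RT; luminescence.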
RORgamma inh: qHTS for inhibitors of ROR gamma transcriptional activity; Nuclear receptor ROR-gamma (Mus musculus), P51450; Potency, µM (titrated, usually from 53.6 µM), without a hit: at the top dose activity change, negative = inhibition, actives largely listed as inhibitors; Drosophila S2 Gal4-RORgamma UAS-luciferase reporter, 20 h; actives 5.4% (n = 310,000); also: potency is read from the fitted curve at half-maximal effect; % is scaled to controls: 0 for no effect and ±100 for the full control effect; nearly all actives have a fitted effect of over 60% in size
Target sequence (P51450 whole entry, looked up, the tested form may be a part): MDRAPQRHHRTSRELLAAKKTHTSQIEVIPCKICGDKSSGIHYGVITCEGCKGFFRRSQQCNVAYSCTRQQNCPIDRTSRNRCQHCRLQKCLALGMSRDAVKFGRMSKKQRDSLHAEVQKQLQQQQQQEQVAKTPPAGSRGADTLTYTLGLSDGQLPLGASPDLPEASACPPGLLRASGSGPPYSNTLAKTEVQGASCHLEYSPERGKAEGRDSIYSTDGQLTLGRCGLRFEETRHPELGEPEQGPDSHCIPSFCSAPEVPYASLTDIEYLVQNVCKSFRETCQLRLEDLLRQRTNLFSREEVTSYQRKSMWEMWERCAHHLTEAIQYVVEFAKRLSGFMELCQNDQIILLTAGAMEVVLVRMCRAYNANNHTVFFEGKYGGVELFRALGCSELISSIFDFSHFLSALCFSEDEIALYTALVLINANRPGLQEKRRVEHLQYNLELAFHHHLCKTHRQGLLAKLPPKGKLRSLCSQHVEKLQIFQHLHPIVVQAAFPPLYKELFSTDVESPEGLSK
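Stable Schneider cell line, Gal4 DNA-binding domain fused to ROR gamma, UAS-luciferase. Cmpd 1 hr RT → CuSO4 700 uM final → 20 hr RT → luciferase reagent 10 min → luminescence.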
FLuc modulator: qHTS profiling assay for firefly luciferase inhibitor/activator using purifed enzyme and Km concentrations of substrates (counterscreen for miR-21 project). purified FLuc, Km substrates, luminescence inhibition. Potency, µM (doses to about 57.5 µM), for the others: at the highest dose activity change, negative = inhibition, actives largely listed as inhibitors. actives 6.9% (n = 360,000);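 also: potency is read from the fitted curve at half-maximal effect; plate controls were vehicle for no effect and reference inhibitor for full effect; nearly all actives have a fitted effect of over 55% in size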
Target sequence (P08659 whole entry, looked up): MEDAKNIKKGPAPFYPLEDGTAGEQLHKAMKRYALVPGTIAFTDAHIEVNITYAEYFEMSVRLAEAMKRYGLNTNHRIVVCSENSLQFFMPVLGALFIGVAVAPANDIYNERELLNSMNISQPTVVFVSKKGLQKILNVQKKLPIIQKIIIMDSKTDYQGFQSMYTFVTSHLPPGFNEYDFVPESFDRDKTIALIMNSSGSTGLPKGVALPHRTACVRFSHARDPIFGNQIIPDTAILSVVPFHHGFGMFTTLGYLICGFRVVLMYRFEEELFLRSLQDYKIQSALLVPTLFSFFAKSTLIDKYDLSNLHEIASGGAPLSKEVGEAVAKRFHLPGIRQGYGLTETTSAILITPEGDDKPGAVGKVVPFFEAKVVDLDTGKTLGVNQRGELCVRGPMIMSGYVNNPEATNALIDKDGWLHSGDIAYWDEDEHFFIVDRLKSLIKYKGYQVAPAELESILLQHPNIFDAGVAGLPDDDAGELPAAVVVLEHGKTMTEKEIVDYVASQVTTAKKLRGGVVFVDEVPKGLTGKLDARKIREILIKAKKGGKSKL
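Purified P. pyralis luciferase, 10 nM final, with Km-level 10 uM D-luciferin and 10 uM ATP in 50 mM Tris acetate pH 7.5, 10 mM Mg acetate, 0.01% Tween-20, 0.05% BSA; 6-point qHTS titration about 60 µM downward; luminescence read.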
Rab9 prom act: qHTS Assay for Rab9 Promoter Activators | Potency, µM (doses to about 9.22 µM), without a hit: at the top dose activation, negative = inhibition, hits mostly activators | actives 2.8% (n = 320,000) | Huh7 Rab9 promoter-luciferase reporter, luminescence, 24 h; also: potency is read from the fitted curve at half-maximal effect; % of control where 0% means no effect; nearly all actives have a fitted effect of over 60% in size
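Quantitative HTS format; Huh7 Rab9-luciferase reporter cells (1500/well) receive compound 2 h post-plating, incubate 24 h at 37 °C, then get luciferase reagent for 10 min before luminescence reading.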
NPC1 prom act: qHTS Assay for NPC1 Promoter Activators. Huh7 NPC1 promoter luciferase reporter, 24 h. Potency, µM (titrated, usually from 9.22 µM), inactives show at the top dose activation, usual class: activators. actives 2.4% (n = 320,000);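 also: potency is read from the fitted curve at half-maximal effect; % of control where 0% means no effect; nearly all actives have a fitted effect of over 60% in size; reporter is driven by a mutant NPC1 promoter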
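Stable NPC1-promoter luciferase Huh7 line; cpd (DMSO) 24 h, 37 °C, 5% CO2; Amplite luciferase reagent 10 min RT; luminescence readout. qHTS format.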
ELG1 genotoxic: qHTS screen for small molecules that induce genotoxicity in human embryonic kidney (HEK293T) cells expressing luciferase-tagged ELG1. HEK293T ELG1-luciferase reporter, luminescence, 16 h. Potency, µM (top dose mostly 46 µM), without a hit: top-dose activity change, positive = activation, actives largely listed as activators. actives 1.3% (n = 330,000). AID 504466, 2011; also: potency is read from the fitted curve at half-maximal effect; % of control where 0% means no effect; nearly all actives have a fitted effect of over 60% in size
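Screening used a luciferase reporter fused to human ELG1 in HEK293T cells. Luminescence was read on a CCD plate imager after 16 hr exposure and 30 min ONE-Glo incubation.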
Menin-MLL TR inh: qHTS Assay for Inhibitors Targeting the Menin-MLL Interaction in MLL Related Leukemias: Competition With Texas Red Labeled MLL-derived Mutant Peptide; O00255; Menin + Texas Red MLL mutant peptide, fluorescence polarization; Potency, µM (titrated, usually from 61.6 µM), for inactives: at the highest dose FP activity change, negative = inhibition, hits mostly inhibitors; actives 0.23% (n = 270,000); AID 1768, 2009; active = well fitted inhibition curve with a large enough effect in the polarisation, with a control signal flat, not every such curve was filed as active; inconclusive = small, poorly fitted or top-dose-only effect, or effect the other way, or a change in a side signal; inactive = no such curve, though single readings can be large or run the other way; the % refers to the polarisation; also: potency is read from the fitted curve at half-maximal effect; % of control where 0% means no effect; many of its hits are not listed in these tables
BRCA1 expr act: qHTS Assay to Identify Small Molecule Activators of BRCA1 Expression | actives 1.1% (n = 380,000) | MCF7-BRCA1-FFLuc reporter, luminescence, 48 h; response scale: scaled: vehicle 0%, 10 µM genistein 100% | Potency, µM (highest dose often 46.1 µM), without a hit: at the highest dose activation, most hits filed as activators; also: potency is read from the fitted curve at half-maximal effect; nearly all actives have a fitted effect of over 80% in size; some results filed as inactive show a strong effect at the top dose
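Activators of BRCA1 expression were detected as increased firefly luciferase luminescence in engineered MCF7 cells after 48 h compound incubation. Signals were scaled to genistein 10 microM as full activation.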
PKM2 act: qHTS Assay for Activators of Human Muscle isoform 2 Pyruvate Kinase; AID 1631, 2009; purified PKM2, Kinase-Glo ATP luminescence, activation; response scale: 0% is enzyme alone, no compound; Pyruvate kinase PKM (Homo sapiens), P14618; Potency, µM (doses to about 57.5 µM), for inactives: at the highest dose activation, actives largely listed as activators; actives 0.34% (n = 260,000); also: potency is read from the fitted curve at half-maximal effect; % is scaled to controls: 0 for no effect and ±100 for the full control effect; nearly all actives have a fitted effect of over 55% in size
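Kinase-Glo luminescence reports ATP generated from ADP (0.1 mM) and PEP (0.5 mM) by purified hPK-M2 after 1 h at room temperature, pH 7.2 imidazole buffer; intermediate enzyme activity allows detecting inhibitors and activators.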
Giardia killer: Small Molecules that selectively kill Giardia lamblia: qHTS. AID 540267, 2011. actives 0.15% (n = 340,000). Giardia lamblia trophozoite viability. activity change, % at 7.66 µM, hits read low; in the data active = activity change below about -80%; inconclusive = between about -30% and that limit;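 also: parasites exposed to compound for two days anaerobically before the ATP read; % is scaled to controls: 0 for no effect and ±100 for the full control effect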
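Trophozoites 100 cells/well + cpd; 48 hrs, 37 deg C, anaerobic. ATPLite 1-Step added, 15-30 min RT, luminescence read (ATP-based viability).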
Gal4-VP16 FLuc: VP16 counterscreen qHTS for inhibitors of ROR gamma transcriptional activity. Potency, µM (doses to about 53.6 µM), without a hit: at the top dose activity, negative = inhibition, most hits filed as inhibitors. Drosophila S2 Gal4-VP16 UAS-luciferase, luminescence, 20 h. actives 3.5% (n = 310,000);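 also: Gal4-VP16 expression switched on by copper sulfate through the metallothionein promoter; potency is read from the fitted curve at half-maximal effect; % is scaled to controls: 0 for no effect and ±100 for the full control effect; nearly all actives have a fitted effect of over 50% in size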
* marks the source's active call; other numbers are inactive results; ? = inconclusive; nt = no result given; [ ] = another dose, or the depositor's remark. Unless noted, calls follow the shape of the dose curve; as a rule, active = well fitted curve in the direction sought with a large enough effect; inconclusive = small, poorly fitted or top-dose-only effect, or another doubt; inactive = no such curve, though single readings can be large; an effect the other way counts as inactive or inconclusive. An excerpt; rates above refer to the full screens.

The first three compounds, to show the layout:
| SMILES | p53 reactivation | RORgamma inh | FLuc modulator | Rab9 prom act | NPC1 prom act | ELG1 genotoxic | Menin-MLL TR inh | BRCA1 expr act | PKM2 act | Giardia killer | Gal4-VP16 FLuc |
| --- | --- | --- | --- | --- | --- | --- | --- | --- | --- | --- | --- |
| CCOc1ccc(C(C)NC(=S)NC2CCCCC2)cc1 (stereo not drawn) | 6% | 3.2µM* | 1% | 0% | -5% | -9% | 0% | -13% | -7% | -14 | 10µM* |
| COc1ccc(OC(C)C(=O)N(C)Cc2nc(-c3ccc(C)cc3)no2)cc1 (stereo not drawn) | 6% | 1% | 6% | -1% | -2% | -18% | -2% | -29% | 3% | -15 | -1% |
| NC(=O)N/N=C1\CCS(=O)(=O)c2ccc(F)cc21 | 4% | -17% | 2% | 1% | 3% | 0% | -9% | 3% | nt | 9 | -1% |

All compounds of this part, from the first entry:
| SMILES | p53 reactivation | RORgamma inh | FLuc modulator | Rab9 prom act | NPC1 prom act | ELG1 genotoxic | Menin-MLL TR inh | BRCA1 expr act | PKM2 act | Giardia killer | Gal4-VP16 FLuc |
| --- | --- | --- | --- | --- | --- | --- | --- | --- | --- | --- | --- |
| CCOc1ccc(C(C)NC(=S)NC2CCCCC2)cc1 (stereo not drawn) | 6% | 3.2µM* | 1% | 0% | -5% | -9% | 0% | -13% | -7% | -14 | 10µM* |
| COc1ccc(OC(C)C(=O)N(C)Cc2nc(-c3ccc(C)cc3)no2)cc1 (stereo not drawn) | 6% | 1% | 6% | -1% | -2% | -18% | -2% | -29% | 3% | -15 | -1% |
| NC(=O)N/N=C1\CCS(=O)(=O)c2ccc(F)cc21 | 4% | -17% | 2% | 1% | 3% | 0% | -9% | 3% | nt | 9 | -1% |
| COc1ccccc1NC(=O)N1CCC(C(=O)c2ccc(F)cc2)CC1 | -1% | 17% | -1% | 10% | -1% | -2% | -4% | -27% | -1% | 2 | -2% |
| Cc1ccc(/C=N/NC(=O)CNC(=O)c2ccc(S(=O)(=O)N3CCCC3)cc2)o1 | -2% | 4% | -4% | -2% | 0% | 0% | 1% | 19% | 1% | 6 | 6% |
| COc1ccc(C2(C(=O)Nc3c(C)n(C)n(-c4ccccc4)c3=O)CCCC2)cc1OC | -1% | ? | 1% | -1% | 1% | -2% | -21% | 0% | -18% | -4 | -3% |
| O=S(=O)(c1ccc2c(c1)CCN2)N1CCOCC1 | 7% | nt | 1% | -3% | -11% | 4% | nt | 7% | nt | -22 | nt |
| COc1cc2c(cc1OC)C1=NC(=O)CN1C(SCc1ccccc1)=N2 | -14% | -7% | -11% | -4% | -4% | 2% | -3% | -40% | -3% | 8 | -5% |
| CC(=O)Nc1ccc2nc(NC(=O)COc3cccc(C)c3)sc2c1 | 5% | -4% | 5% | 11% | 0% | -2% | ? | 17% | 6% | 1 | -4%[10 µM] |
| COc1ccc(/C=N/NC(=O)CCCCCNC(=O)c2ccccc2)cc1 | 17% | 18% | -13% | -4% | -2% | 2% | 2% | 0% | -2% | 1 | -7% |
| Cc1nnc(SCC(=O)Nc2ccc3c4c(cccc24)CC3)n1C | -3% | -39% | -3% | -4% | 0% | 1% | 11% | -26% | -2% | 2 | -3% |
| CCOC(=O)c1csc(N/N=C2\CCc3ccccc32)n1 | 7% | 10µM* | ? | 14% | 17% | 1% | 1% | 45% | nt | 30 | ? |
| COc1ccc(-c2csc(NC(C)=O)n2)cc1OC | 3% | 51% | -11%[2.3 µM] | 1% | 5% | 15% | ? | 0% | -21% | 4 | 19% |
| Cc1cccc(C(=O)N/C(=C\c2ccco2)C(=O)N2CCCCCC2)c1 | 3% | 15% | -3% | 4% | -5% | 2% | ? | -12% | 0% | 14 | 5% |
| COc1cc2c(cc1OC)C(C(=O)Nc1ccccc1N1CCN(C)CC1)C1c3ccccc3CCN1C2=O (stereo not drawn) | 10% | 10% | 0% | 3% | -3% | 0% | -16% | -23% | 1% | -10 | -11% |
| CC1(c2ccccc2)NC(=O)N(NC(=O)CSc2n[nH]c(N)n2)C1=O (stereo not drawn) | -1% | -11% | 1% | -5% | -6% | -2% | nt | -4% | 10% | -18 | -3% |
| Cc1cc(C(=O)N2CCN(Cc3ccc4c(c3)OCO4)CC2)cs1 | -2% | -2% | 0% | 0% | 2% | 1% | 4% | -17% | 18% | 1 | -17% |
| Cc1cc(Br)ccc1SCC(=O)OCC(=O)c1c(N)n(C)c(=O)n(C)c1=O | -2% | -5% | -11% | 1% | -8% | 1% | nt | -23% | -1% | 20 | -2% |
| Cc1ccc(/C=N/NC(=O)c2cccc3ccccc23)o1 | -4% | 0% | -1% | 8% | -1% | 1% | ? | -27% | 8% | -24 | ? |
| Cc1n[nH]c(C)c1C(=O)CC1(O)C(=O)N(CCc2ccccc2)c2ccc(Cl)cc21 (stereo not drawn) | -22% | -7% | -9% | 0% | -1% | -7% | 35%[activator] | -56% | 2% | 18 | -7% |
| CC(OC(=O)c1ccc2c(=O)n3c(nc2c1)CCCCC3)C(=O)Nc1ncc(Cl)cc1Cl (stereo not drawn) | -4% | 29% | -3% | -4% | 0% | 0% | 7% | 2% | -1% | 7 | -4% |
| CC(NC(=O)COc1ccc(Oc2ccccc2)cc1)C(=O)O (stereo not drawn) | 0% | 0% | 1% | 7% | 18% | -6% | 9% | 8% | -2% | 13 | -3% |
| O=C(O)/C=C/c1ccc(OCCCF)cc1 | -2% | 20% | -5% | -2% | -3% | 0% | 1% | -13% | 0% | -12 | -1% |
| O=C1CCc2cc(S(=O)(=O)N3CCN(C(=O)c4ccco4)CC3)ccc2N1 | -5% | -2% | -1% | -1% | -2% | -5% | -3% | 7% | 12% | 1 | 1% |
| O=C(Nc1nnc(SCC(=O)N2CCCCC2)s1)c1c(F)cccc1F | 2% | 13% | -3% | -1% | 0% | 1% | 12% | -11% | 0% | -9 | 2% |
| Cc1cc(C)c2c(n1)sc1c(N3CCN(CCO)CC3)ncnc12 | -16% | -11% | -22% | -3% | 0% | ? | -7% | 1% | 2% | -1 | -20% |
| O=C1CC(NS(=O)(=O)c2cccs2)CN1c1ccc(Cl)cc1 (stereo not drawn) | -1% | nt | -1% | -2% | 9% | -1% | nt | 1% | nt | -8 | nt |
| Cc1cc([N+](=O)[O-])cnc1N1CCOCC1 | -16% | -10% | 2% | -1% | -3% | 4% | 6% | -1% | 4% | -19 | -13% |
| Cc1cc(C)n2nc(CNS(=O)(=O)c3c(F)c(F)c(F)c(F)c3F)nc2n1 | -27% | ? | -1% | 2% | -5% | 3% | 26% | 2% | nt | 17 | ? |
| NC(=O)c1ccc(-c2nnn(CC(=O)N(C3CCCCC3)C3CCS(=O)(=O)C3)n2)cc1 (stereo not drawn) | 12% | nt | 2% | 0% | 4% | -4% | nt | -5% | nt | 9 | nt |
| Nc1oc2ccc(F)cc2c(=O)c1C=O | 7% | -10% | -2% | 0% | 2% | 1% | ? | -1% | 3% | -12 | -9% |
| O=C(NCCNC(=O)c1ccco1)c1cccc(F)c1 | 0% | -4% | 0% | 4% | -3% | 2% | 6% | 2% | 5% | -10 | -3% |
| Cc1cccc(CCN2CCN=C2N(C)C)c1 | 6% | nt | -2% | 7% | -4% | -13% | nt | 2% | nt | 1 | nt |
| CN(C)c1ccc(C(=S)Nc2ccccc2)cc1 | ? | 13µM* | 1.5µM* | 1µM* | 2.8µM* | ? | 7% | ? | 4% | -22 | ? |
| Cc1ccc(C)c(C(C)NC(=S)NC2CCCCC2)c1 (stereo not drawn) | -4% | 2.5µM* | 1% | 0% | -3% | -6% | 8% | -21% | -4% | -22 | 5.6µM* |
| COc1ccc2c(c1)c(C(C)=O)c(C)n2CCc1ccc(OC)c(OC)c1 | -2% | -1% | 5% | -1% | -6% | -7% | 0% | 0% | nt | ? | 0% |
| Cc1nc(N2CCOCC2)nc(Oc2ccccc2F)c1[N+](=O)[O-] | 16% | 0% | 1% | -4% | 12% | -1% | nt | -5% | -18% | -4 | 6% |
| CCN(CC)S(=O)(=O)c1cccc(C(=O)N[C@H](C(=O)NCc2ccccc2F)C(C)C)c1 | -4% | 6% | 0% | -7% | -1% | -8% | -10% | 1% | -2% | -4 | 3% |
